High-throughput results deposited in PubChem BioAssay by Johns Hopkins Ion Channel Center.
KCNQ2 inh: KCNQ2 channel blockers in CHO-K1 cells – cell-based, FluxOR thallium flux, B-score, primary screen (AID 2156); 20 min; stronger effect = lower value; actives 1.1% (n = 310,000); B-score at 10 µM; O88943;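 active means fluorescence ratio B-score at most minus 3 library SDs, with starting brightness B-score within 2 library SDs, cut at about -5.5 in these data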
Target sequence (O88943 whole entry, looked up): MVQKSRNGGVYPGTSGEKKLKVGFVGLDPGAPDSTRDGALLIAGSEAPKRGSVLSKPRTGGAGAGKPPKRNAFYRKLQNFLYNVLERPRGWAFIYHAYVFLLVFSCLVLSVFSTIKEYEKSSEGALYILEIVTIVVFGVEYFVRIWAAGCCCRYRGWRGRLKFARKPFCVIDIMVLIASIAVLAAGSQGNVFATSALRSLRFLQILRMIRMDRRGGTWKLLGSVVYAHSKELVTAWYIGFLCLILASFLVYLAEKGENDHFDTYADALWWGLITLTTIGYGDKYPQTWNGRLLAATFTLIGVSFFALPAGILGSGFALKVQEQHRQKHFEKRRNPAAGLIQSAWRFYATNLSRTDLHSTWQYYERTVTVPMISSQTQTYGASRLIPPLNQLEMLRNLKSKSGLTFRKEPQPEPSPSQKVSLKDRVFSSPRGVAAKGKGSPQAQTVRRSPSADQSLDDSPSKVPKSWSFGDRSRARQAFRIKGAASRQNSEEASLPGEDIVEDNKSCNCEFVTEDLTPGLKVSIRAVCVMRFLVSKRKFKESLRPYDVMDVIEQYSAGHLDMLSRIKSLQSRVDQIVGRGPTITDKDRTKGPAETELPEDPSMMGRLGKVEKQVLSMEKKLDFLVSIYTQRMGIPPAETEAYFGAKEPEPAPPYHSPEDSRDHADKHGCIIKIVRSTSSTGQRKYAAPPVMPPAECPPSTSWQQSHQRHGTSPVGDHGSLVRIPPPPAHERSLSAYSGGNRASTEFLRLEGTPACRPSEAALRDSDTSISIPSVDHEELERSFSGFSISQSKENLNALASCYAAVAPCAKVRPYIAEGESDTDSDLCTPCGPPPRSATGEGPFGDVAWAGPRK
Kir21 block: blocks the mouse Kir2.1 inward-rectifier potassium channel. P35561. HEK293-Kir2.1, FluxOR thallium flux fluorescence; stronger effect = lower value. B-score at 10 µM. actives 0.85% (n = 310,000);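 active means fluorescence ratio B-score at or below minus 3 SD of library scores, with starting-brightness B-score within 2 SD, cut at about -4.2 in these data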;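 further: channel flux triggered by added potassium and thallium sulfate stimulus; B-score of peak minus minimum fluorescence over baseline after thallium stimulus; more negative B-score means stronger Kir2.1 block with less thallium influx; some compounds called inactive have numbers as strong as hits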
Starred values were filed as active, the others as inactive; i = inactive. The order is random. About 1.9% of those tested had a hit in this group.

Kir21 block,KCNQ2 inh,SMILES
0.5,i,COC(=O)C(Cc1c[nH]c2ccccc12)NC(=O)C(=O)c1c[nH]c2ccccc12 (stereo unspecified)
-0.84,i,Cc1cc(F)ccc1S(=O)(=O)Nc1ccccc1C(=O)Nc1ncn[nH]1
-1.29,i,C[C@@H]1C=C(C(=O)NCc2ccccc2)O[C@H](OCc2ccc(CO)cc2)C1
-1.12,i,Cc1ccc(S(=O)(=O)NC2CCCCCCC2)cc1
0.09,i,CCOc1ccc(-n2cccc2C=O)cc1
0.22,i,COc1ccc(C2=NN(C(=O)CCC(=O)O)C(c3ccc([N+](=O)[O-])cc3)C2)cc1 (stereo unspecified)
-0.07,i,CC(C(=O)O)N1C(=O)c2cccc3cccc1c23 (stereo unspecified)
-1.42,i,Cc1cc(NC(=O)CSCC(=O)N(C)Cc2ccc(Cl)c(Cl)c2)no1
1.06,i,Cc1cccc(C)c1Nc1nnc(SCC(=O)NCc2ccco2)s1
-0.75,i,O=C(Nc1cc([N+](=O)[O-])ccc1O)c1cccc(C(=O)Nc2cc([N+](=O)[O-])ccc2O)c1
-1.03,i,O=C(c1ccc2c(c1)OCCO2)N1CCCC(CNS(=O)(=O)c2cccs2)C1 (stereo unspecified)
-0.01,i,Cc1cc(C)cc(COn2ccnc2)c1
1.35,i,COc1cc(NC(=O)c2ccc(C)cc2C)ccc1NC(=O)c1cc2ccccc2o1
-0.4,i,CC[n+]1ccc(C)c2cc(S(=O)C(F)(F)F)ccc21 (stereo unspecified)
-1.22,i,COc1ccc(/C=N/NC(=O)CSc2ccccc2)cc1OC
1.4,i,COc1ccc(N(CC(=O)NC2CCCC2)C(=O)c2ccc(N3CCCCC3)nc2)cc1
-3.79,i,CCn1nc(C)c(CN2CCC(C(=O)Nc3cccc(-c4cccc(Cl)c4)c3)CC2)c1C
0.24,i,CC1CCN(Cc2nnnn2CCCC(=O)N(C)C(C)c2ccccn2)CC1 (stereo unspecified)
-0.54,i,CSCCOC(=O)C1=C(C)NC(=O)NC1c1ccc2c(c1)OCO2 (stereo unspecified)
0.32,i,CCN(CC)CCN(C(=O)/C=C/c1cccs1)c1nc2ccc(C)cc2s1
-0.29,i,Fc1ccccc1-c1nc2ccccc2[nH]1
0.92,i,CCC(C)N1CC(=O)N2Cc3[nH]c4ccccc4c3C[C@H]2C1=O (stereo partly specified)
0.06,i,O=C(CN1CCOc2ccccc21)NCc1ccco1
0,i,COc1ccccc1CNC(=O)CCNC(=O)Cn1cnc2ccccc2c1=O
0.01,i,COc1ccccc1N(C)S(=O)(=O)c1ccc(C(=O)OCC(=O)NCCC2=CCCCC2)cc1
-0.7,i,COc1cc(-c2nc3cc(C)ccn3c2NC2CCCCC2)ccc1-c1ccc(C(C)=O)cc1
0.22,i,Cc1ccc2c(Cl)c(C(=O)NCC(c3ccco3)N3CCCC3)sc2c1 (stereo unspecified)
-0.61,i,N#Cc1ccc(CSc2nnc(NC(=O)c3ccc(=O)[nH]c3)s2)cc1
0.57,i,Cc1ccc(C2Nc3ccccc3NC3=C2C(=O)CC(C)(C)C3)c(O)c1 (stereo unspecified)
-0.3,i,COc1cccc(NC(=O)Nc2nnc(CC(=O)NCc3ccccc3)s2)c1
1.73,i,COCCCNC(=S)N1CCN(c2nc(-c3ccc(F)cc3)cs2)CC1
-0.39,i,CCCCCOC(=O)Nc1nnc(CCCCC)s1
1.24,i,O=C(/C=C/c1ccco1)Nc1ccc(Cl)c(S(=O)(=O)N2CCOCC2)c1
-2.44,i,Cn1c(NC(=O)c2cccc(C(F)(F)F)c2)cc(=O)n(C)c1=O
0.95,i,CN(CC(=O)O/N=C(\N)c1cccc([N+](=O)[O-])c1)S(=O)(=O)c1ccccc1
0.11,i,CCCc1nc2c([nH]1)c(=O)n(C)c(=O)n2C
-0.07,i,Cc1ccc(-c2csc3ncnc(-n4cnc5ccccc54)c23)cc1
1.43,i,CCOc1cc(Br)c(CC(=O)O)cc1OCC
-1.55,i,COc1ccc(S(=O)(=O)NCCN2CCOCC2)c(C)c1C
-0.02,i,CCOCCCN(C(=O)Cn1nnc(-c2ccc(OC)c(OC)c2)n1)C(C(=O)NCC1CCCO1)c1ccc(F)cc1 (stereo unspecified)
0.51,i,COc1ccc(-c2cc([C@H]3[C@H]4C=CC[C@@H](C)[C@@H]4C(=O)N3Cc3ccccc3)ccc2F)cc1OC
0.49,i,O=C(Nc1ccccc1F)Nc1ccccc1Br
0.85,i,CCOc1c(Br)cc(C2NC(=O)CCC2[N+](=O)[O-])cc1OC (stereo unspecified)
-1.59,i,COc1cc(C(C)=O)ccc1OCCN1CCC(Cc2ccccc2)CC1
0.3,i,Cc1cccc(C)c1NC(=O)CN1C(=O)NC(C)(CCc2ccccc2)C1=O (stereo unspecified)
-0.09,i,COc1cc([C@@H]2C[C@H]3CN(c4ccccc4)C(=O)[C@]34CCCN24)cc(OC)c1OC
0.65,i,Cc1ccc(NC(=O)N2CCC(C(=O)c3ccc(F)cc3)CC2)cc1
1.43,i,Cn1c(=O)n(C)c2cc(NC(=O)C(F)(F)F)ccc21
0,i,COc1ccc(OC)c(NC(=S)N(CCc2c(C)[nH]c3ccccc23)Cc2cccs2)c1
0.51,i,Cc1ccc(CNC(=O)C(=O)NCC2OCCN2S(=O)(=O)c2ccc3c(c2)OCCO3)cc1 (stereo unspecified)

Compound profiles, as listed above. Order of values: Kir21 block | KCNQ2 inh
COc1ccc(-c2cc([C@H]3[C@H]4C=CC[C@@H](C)[C@@H]4C(=O)N3Cc3ccccc3)ccc2F)cc1OC as listed: 0.51 | i
Cc1ccc(CNC(=O)C(=O)NCC2OCCN2S(=O)(=O)c2ccc3c(c2)OCCO3)cc1 (stereo unspecified) as listed: 0.51 | i
COc1cc(C(C)=O)ccc1OCCN1CCC(Cc2ccccc2)CC1 as listed: -1.59 | i
Cn1c(=O)n(C)c2cc(NC(=O)C(F)(F)F)ccc21 as listed: 1.43 | i

Other compounds follow.
Kir21 block,KCNQ2 inh,SMILES
1.31,i,Clc1cccc(CSC2=NCCCN2)c1
-0.32,i,CNC(=O)COC(=O)c1ccc(Cl)c(S(=O)(=O)N2CCCC2)c1
1.26,i,Cc1ccc(NCCC(=O)c2ccc(Cl)cc2)cc1C
0.08,i,O=S(=O)(NCC1CCCO1)c1ccc(-c2ccc(Cl)cc2)cc1 (stereo unspecified)
-0.68,i,CC(=O)NN(O)C1N(C)C(=O)N(Cc2ccccc2)C1(C)C (stereo unspecified)
0.89,i,Cc1c(C(=O)O)cccc1-n1c(C)cc(C=O)c1C
0.93,i,COc1ccc(Cc2noc(CN(C)Cc3ccc(-n4cccn4)cc3)n2)cc1OC
-0.94,i,CC(NC(=O)c1ccco1)C(=O)N1CCN(c2ccccc2)CC1 (stereo unspecified)
-1.38,i,Cc1onc(-c2ccccc2Cl)c1C(=O)OCC(=O)c1c(N)n(C)c(=O)n(C)c1=O
-1.67,i,Cc1nnc(NC(=O)c2sc3ccccc3c2Cl)s1
-0.14,i,CCCCc1ccc(NC(=O)N[C@H](C(=O)O)C(C)CC)cc1 (stereo partly specified)
-0.45,i,Nc1nccnc1C(=O)OCC(=O)Nc1ccc2[nH]c(=O)[nH]c2c1
0.03,i,CCN(CC)S(=O)(=O)c1cccc(-c2nnc(SCC(=O)NCCC3=CCCCC3)n2N)c1
0.12,i,O=C(OCCN1C(=O)c2ccccc2C1=O)c1cccs1
-1.12,i,O=C(c1ccc(S(=O)(=O)Nc2cccc(C(F)(F)F)c2)cc1)N1CCN(c2ccccc2O)CC1
0.19,i,O=c1c(Br)c(N2CCOCC2)cnn1-c1ccccc1
-0.31,i,O=[N+]([O-])c1ccc(/C=C/c2ccc3cccc(O)c3n2)cc1
-1.89,i,CC(C)N1CCN(Cc2ccc(C#CC(C)(C)O)s2)CC1CCO (stereo unspecified)
-1.4,i,CNc1ncnc2sc(-c3ccccc3)cc12
0.12,i,NS(=O)(=O)c1ccc(CCNC(=O)c2ccc(OCC3CCCO3)cc2)cc1 (stereo unspecified)
1.54,i,N#C/C(=C\N1CCN(Cc2ccc3c(c2)OCO3)CC1)c1nc2ccccc2s1
1.29,i,COc1ccc(-n2cc(CN(C)Cc3n[nH]c(=O)[nH]3)c(-c3cccc(F)c3)n2)cc1
-0.75,i,Oc1ccc(/C=N/Nc2ccnc3cc(Cl)ccc23)cc1O
-0.27,i,CN1CCNC(=O)C1CC(=O)O (stereo unspecified)
-0.23,i,Cc1nc(CN(C)C(=O)c2cc(COc3c(F)cccc3F)on2)cs1
-0.09,i,CCCn1c2c(c(O)c(C(=O)Nc3ccc(OCC)cc3)c1=O)CCCC2
1.52,i,c1ccc(C(c2ccccc2)N2CCN(c3nc4ccccc4n4cnnc34)CC2)cc1
-0.53,i,N=c1oc2cc(O)ccc2cc1C(=O)Nc1ccc(F)cc1
-2.19,i,COc1cc(Cl)c(C)cc1NC(=O)CSc1ccccc1
0.09,-7.5*,Cc1ccc(Cl)cc1N1CCN(C(=O)c2cn(C)c(=O)c3c2c2ccccc2n3C)CC1
-0.83,i,CCN(CC)S(=O)(=O)c1ccc(N2CCN(C)CC2)c(NC(=O)Nc2ccc(C)cc2)c1
-0.58,i,Cc1cc(NS(=O)(=O)c2ccc(NC(=O)/C=C/c3c(F)cccc3Cl)cc2)no1
0.01,i,CCCCC(NC(=O)Cc1c(C)c2cc3c4c(oc3cc2oc1=O)CCCC4)C(=O)O (stereo unspecified)
-0.75,i,COc1ccc(CN2C(=O)c3ccccc3C2OC)cc1 (stereo unspecified)
-1.74,i,Cc1ccc(Sc2ccc(CN3CCCC3)cc2[N+](=O)[O-])cc1
0.35,i,Cc1ccccc1C(=O)Nc1ccnn1C1CCN(Cc2cnn(C(C)C)c2)CC1
1.04,i,CCn1c(SCC(=O)N2CCCCC2)nc(O)cc1=O
1.21,i,Cc1c(NC(=S)NC(=O)CCc2ccccc2)c(=O)n(-c2ccccc2)n1C
-1.43,i,CCN(CC)S(=O)(=O)c1ccc(NC(=O)c2ccc(Sc3nncn3C)c([N+](=O)[O-])c2)cc1
-5.22*,-9.69*,CC(C)c1ccc2c(c1)C(N1CCNCC1)Cc1ccc(F)cc1S2 (stereo unspecified)
1.24,i,COc1ccc(N2CCN(C(=O)Cn3nnc(-c4ccccc4N)n3)CC2)cc1
0.47,i,NC(=O)c1ccc(SCC(=O)OCC(=O)N2CCCC2=O)c([N+](=O)[O-])c1
1.76,i,CS(=O)(=O)N1CCc2cc(C(=O)N3CCN(c4ccccc4)CC3)ccc21
0.09,i,CC1CC1C(=O)OCC(=O)c1c(N)n(C)c(=O)n(C)c1=O (stereo unspecified)
0.12,i,Cc1ccc(C(=O)N2CCN(c3cnn(C)c(=O)c3Cl)CC2)cc1
-0.79,i,Nc1cc(Cl)nnc1Cl
0.43,i,Cc1ccc(CC2C(=O)N(CC(=O)O)C(=O)C2C)cc1 (stereo unspecified)
-0.03,i,CC(C(=O)Nc1ccccn1)c1ccccc1 (stereo unspecified)
-1.38,i,O=C(CS(=O)(=O)c1cn(Cc2ccc(Cl)cc2)c2ccccc12)N1CCOCC1
0.03,i,COC(=O)c1c(C(=O)OC)c(-c2cccc(F)c2)n2c1CS(=O)C2 (stereo unspecified)

Later entries
Kir21 block,KCNQ2 inh,SMILES
-2.03,i,c1ccc(N2CCN(c3ccccc3)C2c2ccncc2)cc1
-2.77,-5.66*,O=C(Cc1csc(NC(=O)c2ccc(F)cc2)n1)NO
-0.79,i,CCc1ccc(NC(=O)COC(=O)CCCC2=NS(=O)(=O)c3ccccc3N2)cc1
0.42,i,Cc1cc(C)c2nc(-c3ccccn3)cc(C(=O)Nc3ccc(S(=O)(=O)Nc4cc(C)on4)cc3)c2c1
-2.21,i,CCOc1ccc(NC(=O)CN(C)C(=O)CC2OC(=O)c3ccccc32)cc1OCC (stereo unspecified)
-0.79,i,O=C(N[C@@H](Cc1c[nH]c2ccccc12)C(=O)O)c1ccc(Cl)cc1
1.09,i,N#Cc1nc(-c2ccccc2)oc1N1CCC(C(N)=O)CC1
-0.3,i,CC1(C)CC(=O)C2=C(C1)N=C1SCCC(=O)N1C2c1ccc(C(F)(F)F)cc1 (stereo unspecified)
0.66,i,Cc1cc(C(=O)C(C)OC(=O)C2=NNC(=O)CC2)c(C)n1-c1ccc(OC(F)F)cc1 (stereo unspecified)
1.43,i,O=c1nc(Nc2ccccc2)oc2ccccc12
1.26,i,COc1ccc(S(=O)(=O)N[C@@H](CSCc2ccccc2)C(=O)O)cc1
2.69,i,COc1cccc(NC(=O)CCCCCn2nnc3ccccc3c2=O)c1
-1.24,i,S=c1nc[nH]c2c1ncn2C1CCCO1 (stereo unspecified)
0.44,i,Cc1ccc(CNC(=O)c2cn(C3CCCCC3)c(=O)c3c2c2ccccc2n3C)o1
-2.86,-7.74*,CCCN(CC1CC1)C(=O)COc1ccccc1C(=O)NCc1ccccc1
-0.47,i,CCC(=O)Oc1ccc(C(=O)Nc2cccc(C(=O)NC(C)(C)C)c2)cc1

Arranged by molar mass (falling): 7 of the compounds above
Kir21 block,KCNQ2 inh,SMILES
0.66,i,Cc1cc(C(=O)C(C)OC(=O)C2=NNC(=O)CC2)c(C)n1-c1ccc(OC(F)F)cc1 (stereo unspecified)
0.44,i,Cc1ccc(CNC(=O)c2cn(C3CCCCC3)c(=O)c3c2c2ccccc2n3C)o1
1.26,i,COc1ccc(S(=O)(=O)N[C@@H](CSCc2ccccc2)C(=O)O)cc1
-2.86,-7.74*,CCCN(CC1CC1)C(=O)COc1ccccc1C(=O)NCc1ccccc1
-0.47,i,CCC(=O)Oc1ccc(C(=O)Nc2cccc(C(=O)NC(C)(C)C)c2)cc1
1.09,i,N#Cc1nc(-c2ccccc2)oc1N1CCC(C(N)=O)CC1
-1.24,i,S=c1nc[nH]c2c1ncn2C1CCCO1 (stereo unspecified)
